CCR6 antagonist: blocks CCL20-driven beta-arrestin recruitment at human CCR6. P51684. CHO-K1 CCR6 PathHunter beta-arrestin, luminescence, CCL20-stimulated. inhibition, % at 20 µM. hit rate 0.49% among 340,000;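 active = compounds whose inhibition of the agonist-driven luminescence signal at 20 µM reaches about 50%, limit read from the data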;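 note: cells stimulated with CCL20 at 14 nM final; plate controls were DMSO with CCL20 for no effect and DMSO without agonist for full effect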
Target sequence (P51684 whole entry, looked up): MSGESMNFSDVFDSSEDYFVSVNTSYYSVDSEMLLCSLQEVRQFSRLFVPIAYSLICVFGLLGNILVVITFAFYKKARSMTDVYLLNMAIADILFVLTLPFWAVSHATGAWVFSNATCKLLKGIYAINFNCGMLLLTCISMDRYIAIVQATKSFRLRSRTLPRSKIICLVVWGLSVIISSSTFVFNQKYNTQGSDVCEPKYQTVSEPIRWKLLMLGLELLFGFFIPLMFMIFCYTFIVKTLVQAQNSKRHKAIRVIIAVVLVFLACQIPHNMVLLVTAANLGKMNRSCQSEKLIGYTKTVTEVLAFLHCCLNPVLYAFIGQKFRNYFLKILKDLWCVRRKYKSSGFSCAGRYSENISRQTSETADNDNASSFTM
CXCR6 inh: inhibitors of human CXCR6 receptor; O00574; CHO-K1 PathHunter CXCR6 beta-arrestin, luminescence; inhibition, % at 20 µM; hit rate 0.36% among 360,000; in the data active = inhibition above about 34%, passing the limit was not always enough;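 note: antagonist mode with CXCL16 agonist at 10 nM final; 0% = 10 nM CXCL16 with DMSO and 100% = unstimulated wells without agonist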
EBI2 block: blocks human EBI2 receptor beta-arrestin signaling; AID 651636; inhibition, % at 5 µM; hit rate 0.81% among 360,000; EBI2 beta-arrestin recruitment, luminescence, 7a,25-OHC stimulated; in the data active = inhibition above about 38%;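 note: enzyme fragment complementation signal reports receptor beta-arrestin coupling in cells; 0% = agonist plus DMSO wells and 100% = wells without agonist; some results beyond the cut were filed as inactive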
ATG4B inh: ATG4B (human) cysteine protease inhibition. Q9Y4P1. AID 504462. inhibition, % at 8.33 µM. hit rate 0.51% among 340,000. ATG4B cleavage of LC3-PLA2, NBD-HPC fluorescence, 1 h; in the data active = inhibition above about 40%
Target sequence (Q9Y4P1 whole entry, looked up): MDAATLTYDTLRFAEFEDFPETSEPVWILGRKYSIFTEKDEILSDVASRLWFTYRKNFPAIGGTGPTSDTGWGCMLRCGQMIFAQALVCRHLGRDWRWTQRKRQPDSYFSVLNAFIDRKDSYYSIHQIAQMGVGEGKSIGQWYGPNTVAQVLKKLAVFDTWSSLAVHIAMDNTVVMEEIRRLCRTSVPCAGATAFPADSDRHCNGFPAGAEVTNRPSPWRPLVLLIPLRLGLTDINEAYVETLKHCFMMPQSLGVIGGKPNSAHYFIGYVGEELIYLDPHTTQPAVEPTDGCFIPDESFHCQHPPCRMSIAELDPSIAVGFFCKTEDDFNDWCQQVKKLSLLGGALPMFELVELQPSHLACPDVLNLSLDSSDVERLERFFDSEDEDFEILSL
APJ ag: APJ receptor agonism | AID 2520 | activation, % at 20 µM | hit rate 0.11% among 330,000 | CHO-K1 APJ PathHunter beta-arrestin, luminescence; 0% DMSO wells, 100% apelin | P35414;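 active = activation more than six SD over the plate average, tested at 20 µM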;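 note: 0% = DMSO alone and 100% = apelin-13 at 10 nM; some results filed as inactive read as strong as hits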
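system = engineered CHO-K1 APJ arrestin reporter cells | input = 1000 cells per well | timing = overnight seeding, 90 min compound at 25 °C, 1 h detection | measured by = enzyme-fragment complementation luminescence | read-out = beta-arrestin recruitment to APJ as agonist activity, luminescent signal | control set = negative DMSO alone, positive Apelin-13 at 10 nM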
UBC13 inh: inhibitors of human UBC13 polyubiquitin chain formation; P61088; TR-FRET; inhibition, % at 20 µM; hit rate 0.47% among 330,000; AID 485273; in the data active = inhibition above about 45%, passing the limit was not always enough
Target sequence (P61088 whole entry, looked up): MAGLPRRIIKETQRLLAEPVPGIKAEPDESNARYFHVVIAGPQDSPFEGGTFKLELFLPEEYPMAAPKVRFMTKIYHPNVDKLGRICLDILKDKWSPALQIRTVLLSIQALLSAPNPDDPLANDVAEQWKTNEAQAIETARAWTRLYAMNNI
Gli-Sufu block: blocks Gli-Sufu signaling in a luciferase reporter; Sufu-KO-LIGHT fibroblasts, Gli luciferase reporter luminescence; inhibition, % at 5 µM; hit rate 0.74% among 340,000;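 active = inhibition above about 55%, limit read from the data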;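 note: 0% = DMSO-treated cells and 100% = wells with medium but no cells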
APJ antag: antagonists of human APJ apelin receptor. P35414. CHO-K1 APJ beta-arrestin complementation, luminescence. inhibition, % at 20 µM. hit rate 0.32% among 330,000. AID 2521;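 active = inhibition above about 40% at 20 µM, limit read from the data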;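 note: cells challenged with 10 nM apelin-13 agonist together with compound; plate controls were apelin-13 plus DMSO wells for no effect and DMSO wells lacking apelin-13 for full effect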
Numbers without * were called inactive; . = not tested or not shown.

Structure | EBI2 block | APJ antag | APJ ag | CCR6 antagonist | CXCR6 inh | Gli-Sufu block | UBC13 inh | ATG4B inh
COc1ccc(CNC(=O)COC(=O)/C=C/c2cccc(Cl)c2)cc1 | -3 | 20 | -3 | 15 | 2 | -4 | -3 | 2
CC(=O)c1cccc(NC(=O)C(C)N(C)CC(=O)Nc2ccc(Cl)cc2)c1 (stereo not drawn) | 17 | -1 | -3 | 4 | -2 | -4 | 6 | 0
COc1ccc(Cl)cc1NC(=S)NCCO | 0 | 13 | -3 | 8 | 2 | 28 | 1 | -7
Cc1ccc(SCC(=O)OCC(=O)NCCC2=CCCCC2)cc1 | 1 | 15 | 7 | 1 | 10 | . | -5 | 3
CCc1ccc(N(C2C=CS(=O)(=O)C2)S(=O)(=O)c2ccc(C)cc2)cc1 (stereo not drawn) | -14 | -1 | -1 | 6 | -1 | 4 | 3 | -7
O=C(CSc1ccc(-c2ccccn2)nn1)N1CCc2ccccc21 | -1 | 7 | -1 | 1 | 1 | -3 | -9 | -8
CCOC(CCNC(=O)c1cn(C)c(=O)c2c1c1ccccc1n2C)OCC | 2 | 15 | -1 | -1 | -5 | 6 | 6 | -1
COc1ccc(C(=O)Nn2c(C)nc3ccccc3c2=O)cc1 | -3 | 7 | -3 | -5 | 3 | -1 | 82* | -1
CC(C)CN(C(=O)COC(=O)c1ccccc1SCC(=O)N1CCCC1)C1CCS(=O)(=O)C1 (stereo not drawn) | -11 | . | . | -5 | 7 | 5 | . | -7
S=c1[nH]nc(Cc2ccc(Br)cc2)n1/N=C/c1ccc(Cl)cc1 | 8 | 0 | -2 | -7 | 7 | -9 | -9 | 10
COCCn1cnnc1SCC(=O)Nc1ccccc1C(=O)Nc1ccc2c(c1)OCO2 | -1 | 10 | 2 | 1 | -5 | -11 | 6 | -10
CCc1cc(C(=O)N2CCN(c3ncc(C(F)(F)F)cc3Cl)CC2)sc1C | 22 | -18 | 0 | 2 | 0 | -6 | -3 | -15
Cc1c(/C(O)=C2\C(=O)C(=O)N(CCN(C)C)C2c2ccco2)cnn1-c1ccccc1 (stereo not drawn) | -1 | 5 | -3 | -9 | 0 | 2 | 2 | 0
O=C1CC(c2ccccc2)CN1C(=O)c1cccc([N+](=O)[O-])c1 (stereo not drawn) | 2 | 5 | -1 | 12 | 2 | -5 | -2 | -1
C=CCN(Cc1nc(-c2ccccc2)no1)C(=O)c1ccc2c(c1)OCO2 | 5 | 11 | 1 | 0 | 3 | -24 | 7 | -6
O=C(CCC1CCCC1)N1CCC(N2CCCCCC2)CC1 | 2 | -12 | -1 | -3 | 7 | 10 | -17 | -4
Cc1onc(-c2ccccc2)c1C(=O)N1CCN(C/C=C/c2ccccc2)CC1 | 11 | 9 | -2 | 3 | -2 | 8 | 0 | -12
CCC(C(=O)NCCCN(CC)Cc1ccccc1)n1nc(C)c2sc3ccccc3c2c1=O (stereo not drawn) | -6 | 13 | 20 | 25 | 5 | 23 | 9 | -2
CSCCC(NC(=O)COc1ccccc1)C(=O)N1CCN(c2cccc(C(F)(F)F)c2)CC1 (stereo not drawn) | 26 | . | . | 17 | 0 | 14 | . | -6
COc1ccc(S(=O)(=O)N2CCC(C(=O)NC3CC(C)(C)NC(C)(C)C3)CC2)cc1 | 7 | 19 | -3 | -10 | 1 | -3 | 2 | -1

An excerpt from above in order of molar mass, descending.
Structure | EBI2 block | APJ antag | APJ ag | CCR6 antagonist | CXCR6 inh | Gli-Sufu block | UBC13 inh | ATG4B inh
Cc1onc(-c2ccccc2)c1C(=O)N1CCN(C/C=C/c2ccccc2)CC1 | 11 | 9 | -2 | 3 | -2 | 8 | 0 | -12
C=CCN(Cc1nc(-c2ccccc2)no1)C(=O)c1ccc2c(c1)OCO2 | 5 | 11 | 1 | 0 | 3 | -24 | 7 | -6
COc1ccc(CNC(=O)COC(=O)/C=C/c2cccc(Cl)c2)cc1 | -3 | 20 | -3 | 15 | 2 | -4 | -3 | 2

(continued)
Structure | EBI2 block | APJ antag | APJ ag | CCR6 antagonist | CXCR6 inh | Gli-Sufu block | UBC13 inh | ATG4B inh
CNC(=O)NC(=O)C(OC(=O)c1cccc(S(=O)(=O)N2CCCCC2)c1)c1ccccc1 (stereo not drawn) | 0 | -2 | -1 | 9 | 8 | -6 | 6 | -12
CC1CCC(NC(=O)CCn2ccc3cc(S(=O)(=O)N4CCCC4)ccc32)CC1 (stereo not drawn) | 16 | 5 | 3 | 18 | -2 | 20 | -6 | 1
Cc1ccc(N2CC(C(=O)Nc3nccs3)CC2=O)cc1 (stereo not drawn) | 7 | -5 | -4 | -12 | 8 | 4 | -8 | 0
O=C(O)CCCn1c(O)c(C=C2N=c3ccccc3=N2)sc1=S | -3 | -7 | -1 | 24 | 17 | 5 | -4 | -4
OCCCNCc1ccc(Cl)cc1Cl | 1 | -16 | 2 | -5 | -7 | 2 | 4 | 0
Clc1ccc2c(NCc3ccccc3)ccnc2c1 | 7 | -1 | 5 | -4 | -12 | 22 | 1 | 16
CN(C)S(=O)(=O)c1ccc(C(=O)N2CC(=O)Nc3ccc(F)cc3C2c2ccc(F)cc2)cc1 (stereo not drawn) | 9 | 13 | -5 | 2 | 6 | -2 | 5 | -8
Cc1cc(C)nc(SC(C)C(=O)N/N=C/c2cccs2)n1 (stereo not drawn) | -3 | 10 | 1 | 24 | 5 | -2 | 1 | -7
Cc1cc(C(=O)NC(Cc2ccccc2)C(=O)O)c(C)o1 (stereo not drawn) | -17 | -17 | -5 | 6 | -3 | 10 | 10 | -2
COc1ccc(/C=C(\C#N)C(=O)N2COCC2(C)C)cc1 | -3 | -11 | -4 | -2 | -6 | 1 | -9 | -1
CCOC(=O)c1cnn(-c2cc(Oc3ccccc3C)ncn2)c1N | 6 | 0 | 1 | 10 | -8 | -18 | -2 | -3
O=C(O)CCCNS(=O)(=O)c1ccc2ccccc2c1 | -7 | -6 | 0 | -6 | -7 | 5 | -10 | -2
CS(=O)(=O)N(CC(O)Cn1c2ccccc2c2ccccc21)c1ccccc1 (stereo not drawn) | 10 | 11 | -2 | -4 | -15 | 21 | 14 | -28
CC(C)(CNC(=O)c1sc2cc(Cl)ccc2c1Cl)N1CCOCC1 | 1 | 8 | 6 | 9 | 4 | -1 | 0 | -9
O=C(Nc1cccc(C(F)(F)F)c1)c1cc(-c2ccco2)on1 | 2 | -15 | -4 | 2 | -9 | 34 | 1 | 3
CCCCNC(=O)COC(=O)c1c2c(nc3ccccc13)CCC2 | 7 | -4 | 2 | 0 | -6 | -5 | -5 | 3
C[C@H]1COC(=O)[C@@H](NC(=O)OCC2c3ccccc3-c3ccccc32)C/C=C\C[C@H](CC(=O)NCCO)C(=O)N1 | -8 | 4 | -4 | -2 | -16 | 48 | 4 | -10
O=C(c1ccccc1)c1cn[nH]c1-c1ccccc1O | 4 | 7 | -3 | 14 | -1 | 13 | 10 | -4
CC(C)CN(C(=O)COC(=O)C1c2ccccc2Oc2ccccc21)C1CCS(=O)(=O)C1 (stereo not drawn) | 4 | -9 | 0 | 7 | 0 | -9 | 2 | -15
Cn1c(/C=N/c2nc3ccccc3[nH]2)nc2ccccc21 | -3 | 7 | -2 | 7 | 33 | -3 | -11 | 4
COc1ccccc1/C=C1\SC(=S)N(Nc2nc(C)cc(C)n2)C1=O | 4 | 2 | 3 | 3 | 4 | 1 | -10 | 4
CCCc1cc(=O)oc2c(C)c(OCC(=O)N3CCC[C@@H]3C(=O)O)ccc12 | -6 | 14 | 0 | -6 | 4 | 7 | 2 | -32
CN(CCOc1ccc(F)cc1)Cc1ccccc1 | 0 | 6 | -4 | 1 | -7 | -6 | 1 | -3
O=C1/C(=C/c2cccnc2)SC(=S)N1NS(=O)(=O)c1ccccc1 | -1 | 5 | -3 | 12 | 10 | 11 | -1 | -1
Cc1ccsc1C(=O)OCC(=O)c1ccc[nH]1 | 0 | -13 | -2 | -3 | -3 | -68 | 10 | -3
CCOC(=O)c1cccc(NC(=O)CCOc2ccccc2)c1 | 8 | 11 | 0 | 23 | 2 | 0 | 3 | 8
OCCNc1ncnc2c1nnn2Cc1ccccc1 | 8 | 9 | -4 | 4 | -8 | 6 | 4 | -1
COc1ccc(C(=O)CN2C(=O)NC3(CCCCC3)C2=O)cc1OC | 1 | 4 | -1 | 15 | -1 | -6 | -4 | -10
COc1ccc(OC)c(NC(=O)CC2(CC(=O)O)CCCC2)c1 | 0 | -31 | -2 | 10 | -6 | -1 | -2 | -6
CCN1CCN(C(=S)NCCOC)CC1 | -8 | 12 | -3 | -6 | 9 | -6 | 0 | -3
Cc1nn(-c2cccc(Cl)c2)nc1C(=O)Nc1cccc(C(=O)NC2CC2)c1 | 16 | -10 | 2 | -2 | -3 | 3 | 5 | -10
Cc1nnc(NC(=O)C2CCCO2)s1 (stereo not drawn) | -8 | 11 | -3 | -4 | -12 | . | -2 | -1
CCOC(=O)c1cnc2c(C)c(Cl)ccc2c1N1CCN(CC)CC1 | 2 | -8 | 1 | 9 | 2 | 24 | 0 | -11
Nc1c(-c2ccc(F)cc2)cnn1C1CCS(=O)(=O)C1 (stereo not drawn) | 0 | 23 | -1 | 12 | -6 | 2 | 3 | -5
COc1ccc(CCC(=O)N(c2nnc(-c3cccnc3)s2)C(C)C)cc1 | 2 | 5 | 0 | 6 | -15 | -7 | -5 | -8
CCN(CC)CCNC(=O)Cc1nn(Cc2ccccc2)c(=O)c2ccccc12 | -2 | -11 | -1 | -10 | -1 | 12 | 9 | -3
C=CCn1c(C)nnc1SCC(=O)Nc1nccs1 | -11 | -35 | 2 | -8 | 10 | -3 | 3 | -9
Cc1n[nH]c(=S)n1-c1ccccc1 | -1 | -6 | 5 | -6 | -6 | -3 | -2 | 7
COc1ccc(-n2nc(C(=O)NCC(=O)N3CCN(c4ccccc4F)CC3)c3ccccc3c2=O)cc1OC | -6 | 12 | -3 | 22 | 1 | -60 | 6 | -3
c1ccc(SCCc2ccncc2)cc1 | -16 | 4 | -1 | -1 | -16 | -9 | -2 | -4
C=C(C)CSc1nnc(-c2ccc(OC)c(OC)c2)n1N | 22 | 3 | -1 | 16 | 0 | 0 | 0 | -3
C/C(=N\NC(=O)c1cccs1)c1ccc2ccccc2c1 | 10 | -4 | -3 | -9 | 1 | -10 | 1 | -4
[O-]/C(=C(\C(=S)NCCN1CCOCC1)[n+]1ccccc1)c1ccc(Cl)s1 | -4 | 1 | -2 | 14 | 2 | -5 | -12 | -5
CSc1cc(CS(=O)(=O)c2ccccc2)nc(-c2ccccc2)n1 | 11 | 16 | 2 | 15 | -5 | 4 | -19 | 11
OCc1nnn(-c2cccc(C(F)(F)F)c2)c1CO | -6 | 6 | -8 | 1 | 5 | 3 | -4 | -14
COC(=O)c1ccc(COc2cc([N+](=O)[O-])cc3cccnc23)cc1 | . | 0 | -4 | -2 | . | 5 | -19 | 12
C[C@H](NC(N)=O)C(=O)Nc1ccc2c(c1)OCO2 | 4 | -3 | -6 | -3 | 5 | -2 | 10 | 1
Cc1cccc(N2CCN(C(=O)C(C)C)CC2)c1C | 1 | 2 | -4 | 18 | 2 | -3 | -12 | 5
COc1ccc(NC(=O)Cn2cc(C(=O)C3CC3)c3ccccc32)cc1 | 0 | 7 | 0 | 21 | -11 | 4 | 7 | -6
CCOC(=O)c1ccc(NC(=O)c2cc(S(=O)(=O)N3CCOCC3)cn2C)cc1 | -5 | 11 | 2 | 21 | 8 | -1 | 5 | -1
O=C1CC(=C(c2ccccc2)c2ccccc2)C(=O)N1CCCN1CCN(c2cccc(Cl)c2)CC1 | -4 | 10 | -4 | -9 | 7 | 43 | 2 | 1

Assay outcomes deposited in PubChem by Sanford-Burnham Center for Chemical Genomics.

An unsorted share of the library, and some 3% of all compounds hit somewhere here.
